Bim-Bcl-B – human Bim-Bcl-B interaction inhibition | bead-based flow cytometry, Bim peptide-Bcl-B binding | inhibition, % at 10 µM | 190,000 tested, 0.073% active | AID 951;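 also: 0% = tracer peptide without compound and 100% = reference inhibitor peptide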
Target sequence (Q9HD36 whole entry, looked up): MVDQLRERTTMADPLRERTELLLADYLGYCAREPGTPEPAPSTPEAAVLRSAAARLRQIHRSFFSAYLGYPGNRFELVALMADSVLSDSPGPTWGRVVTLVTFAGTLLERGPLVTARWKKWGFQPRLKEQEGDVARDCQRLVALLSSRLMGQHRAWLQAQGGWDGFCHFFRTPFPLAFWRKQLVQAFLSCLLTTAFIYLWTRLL
GSH bead fluor – GSH bead compound fluorescence profile. GSH beads flow cytometry, compound fluorescence 488/530 nm; stronger effect = higher value. fluorescence (KMESF) at 10 µM. 190,000 tested, 0.25% active; in the data active = fluorescence above about 89;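 also: glutathione beads carrying GST-tagged Bcl family fusion proteins plus one bare bead set; values are compound well signal with DMSO vehicle wells as background; inactives centre near 16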
RGS7-Gao – modulates binding of RGS7 to human Galphao; P09471; Multiplexed bead flow cytometry; actives lie on both sides; binding response (% of control), % at 10 µM; 220,000 tested, 0.35% active; AID 1439; in the data active = binding response below about 49% or above about 150%; inconclusive = no clear call, values can overlap the other calls; inactive = in between;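 also: fluorescent Galphao held in activated GDP-AlF4 state binding bead-coupled RGS7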
Target sequence (P09471 whole entry, looked up): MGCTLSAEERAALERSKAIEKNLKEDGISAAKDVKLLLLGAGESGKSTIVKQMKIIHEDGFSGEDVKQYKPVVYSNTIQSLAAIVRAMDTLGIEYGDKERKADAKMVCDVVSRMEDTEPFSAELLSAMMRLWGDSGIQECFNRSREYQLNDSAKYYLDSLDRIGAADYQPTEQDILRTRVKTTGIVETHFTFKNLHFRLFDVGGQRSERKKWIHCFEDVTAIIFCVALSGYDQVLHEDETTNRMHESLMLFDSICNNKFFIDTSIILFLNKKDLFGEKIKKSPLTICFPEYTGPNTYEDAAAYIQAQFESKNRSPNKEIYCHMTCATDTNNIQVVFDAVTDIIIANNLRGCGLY
RGS8-Gao reg – regulators of human RGS8-Galphao interaction; P09471; multiplexed bead flow cytometry, RGS8-Galphao binding; actives lie on both sides; response (percent of control binding), % at 10 µM; 220,000 tested, 0.34% active; AID 1423; in the data active = response below about 60% or above about 140%; inactive = in between;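 also: Galphao activated as the GDP aluminium fluoride complex binding bead-coupled RGS8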
Bcl-XL Bim block – human Bim-Bcl-XL interaction inhibition; Q07817; Bim peptide-Bcl-XL binding, bead flow cytometry, fluorescence; inhibition, % at 10 µM; 190,000 tested, 0.04% active; AID 1007
Target sequence (Q07817 whole entry, looked up): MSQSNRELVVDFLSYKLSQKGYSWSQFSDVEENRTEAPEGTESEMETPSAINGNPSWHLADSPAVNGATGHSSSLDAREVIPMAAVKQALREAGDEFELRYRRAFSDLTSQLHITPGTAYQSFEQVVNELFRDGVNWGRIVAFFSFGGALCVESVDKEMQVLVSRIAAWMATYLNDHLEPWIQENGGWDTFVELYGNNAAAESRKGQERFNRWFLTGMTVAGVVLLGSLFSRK
RGS4-Gao reg – modulates binding of RGS4 to human Galphao; binding response (% of control), % at 10 µM; AID 1415; Multiplexed bead flow cytometry; actives lie on both sides; 220,000 tested, 0.33% active; in the data active = binding response below about 49% or above about 150%; inactive = in between;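 also: fluorescent Galphao activated with aluminum fluoride binding bead-coupled RGS4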
ABCG2 block – human ABCG2 inhibition, ABCB1 as counter-screen. IgMXP3 cells, JC-1 efflux, flow cytometry. inhibition, % at 6.6 µM. AID 1325. Q9UNQ0. 190,000 tested, 0.1% active;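 active = inhibition above 80%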;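 also: 0% = DMSO and 100% = nicardipine control wells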
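Measure – % inhibition of efflux relative to nicardipine and DMSO · Test system – ABCG2 IgMXP3 and barcoded ABCB1 CCRF-Adr cell mix · Control set – nicardipine as high control, DMSO as low control · Compound – one concentration, 6.6 µM final · Signal – flow cytometry of retained JC-1 fluorescence · Timing – 10 min exposure at 25 °C with rotation, no wash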
Bim-Bfl-1 – human Bim-Bfl-1 interaction inhibition; Bead-based flow cytometry, Bim-Bfl-1 binding inhibition; inhibition, % at 10 µM; 190,000 tested, 0.12% active; AID 1008;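 also: 0% = wells without compound plus tracer and 100% = blocker peptide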
ABCB1 block – blocks JC-1 efflux by human ABCB1 transporter | CCRF-Adr cells, flow cytometry | 190,000 tested, 0.067% active | inhibition, % at 6.6 µM | AID 1326 | P08183; in the data active = inhibition above about 40%;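 also: 0% = vehicle and 100% = reference inhibitor; higher value means more JC-1 retained so stronger ABCB1 efflux block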
Bcl-W Bim block – disrupts Bim peptide binding to human Bcl-W; bead-based flow cytometry; inhibition, % at 10 µM; 190,000 tested, 0.02% active; AID 952;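 also: 0% = bound tracer without compound and 100% = peptide blocker; higher means less fluorescent Bim peptide bound to Bcl-W beads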
Bcl-2 Bim block – disrupts Bim peptide binding to human Bcl-2 | inhibition, % at 10 µM | P10415 | 190,000 tested, 0.06% active | Bead-based flow cytometry, Bim peptide-Bcl-2 binding | AID 950; in the data active = inhibition above about 40%; inconclusive = no clear call, values can overlap the other calls;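 also: 0% = no compound wells with probe peptide and 100% = reference peptide inhibitor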
Target sequence (P10415 whole entry, looked up): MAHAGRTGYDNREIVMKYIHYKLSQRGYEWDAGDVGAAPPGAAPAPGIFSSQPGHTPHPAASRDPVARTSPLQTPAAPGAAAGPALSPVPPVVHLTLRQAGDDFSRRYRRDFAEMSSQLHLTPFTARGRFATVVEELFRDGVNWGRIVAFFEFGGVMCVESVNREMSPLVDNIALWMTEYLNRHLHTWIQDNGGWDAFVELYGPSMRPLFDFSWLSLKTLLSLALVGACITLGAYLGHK
Starred values were filed as active, the others as inactive; ? = inconclusive; / = no result given. Rule as the data show it, unless noted: active = inhibition above about 40%. This is a random part of the collection; any-hit rate near 1.1%.

SMILES | Bim-Bcl-B | GSH bead fluor | RGS7-Gao | RGS8-Gao reg | Bcl-XL Bim block | RGS4-Gao reg | ABCG2 block | Bim-Bfl-1 | ABCB1 block | Bcl-W Bim block | Bcl-2 Bim block
O=C(NCc1ccc2c(c1)OCO2)c1ccc2c(c1)OCCO2 | -3 | 32 | 103 | 102 | -4 | 102 | 6 | -5 | 0.6 | -1 | -3
COCCn1c(-c2ccc(OC(F)(F)C(F)C(F)(F)F)cc2)nc2c1c(=O)[nH]c(=O)n2CC(C)C (configuration not stated) | -8 | 42 | 92 | 96 | -5 | 87 | 5 | -9 | 0.6 | -1 | -7
Cc1nnc(SCC(=O)N2CCN(S(=O)(=O)c3ccc(Cl)cc3)CC2)n(N)c1=O | -6 | 5 | 95 | 94 | -10 | 95 | 3 | -11 | 0.4 | 0 | -7
COc1ccc(C2C(C#N)=C(N)SC(N)=C2C#N)cc1OC | -6 | 60 | 106 | 107 | 1 | 105 | 1 | -6 | -0.2 | 3 | 0
CCOc1c2ccc(C(=O)NCCc3cccs3)cc2nn1CC | 2 | 7 | 98 | 99 | 0 | 99 | 2 | -1 | 0.3 | 0 | 0
CCN(CC)c1ccc(NC(=O)CC2Oc3ccccc3NC2=O)c(C)c1 (configuration not stated) | -5 | 24 | 91 | 95 | -2 | 91 | -4 | -7 | -3.1 | 1 | -8
C=CCn1c(N)c(C(=O)OCC)sc1=S | -5 | 20 | 97 | 99 | -2 | 99 | 4 | 0 | 0.5 | -6 | -2
c1ccc2c(N3CCCC3)nc(-c3ccncc3)nc2c1 | 0 | 13 | 102 | 108 | 1 | 107 | 13 | -2 | 1.1 | 3 | -8
COC(=O)c1cccc(NC(=S)N2CCOCC2)c1 | 0 | 21 | 97 | 102 | -3 | 98 | 0 | 4 | -0.1 | -3 | 0
O=C(NCc1cccnc1)C(=O)NCC1OCCCN1S(=O)(=O)c1ccc(Cl)cc1 (configuration not stated) | -2 | 11 | 100 | 102 | 0 | 100 | 1 | -4 | 0.5 | -1 | 0
CCc1ccc(C(C(=O)NCCOC)N(C(=O)Cn2nnc3ccccc32)c2cccnc2)cc1 (configuration not stated) | -5 | 18 | 101 | 100 | -5 | 101 | 0 | 1 | -0.2 | -4 | -9
O=C(CCNC(=O)c1ccccc1)OCC(=O)c1cccc(Cl)c1 | 0 | 10 | 104 | 103 | 0 | 105 | 6 | -1 | 0.8 | 0 | -2
Cc1nn(Cc2c(F)c(F)c(F)c(F)c2F)c(C)c1NC(=O)c1cccc(COc2ccc(Cl)cc2)c1 | 0 | 12 | 103 | 100 | -1 | 100 | 12 | 0 | 4.3 | -1 | -1
Cc1cc2cc3c(cc2nc1SCc1ccc(C(=O)O)cc1)OCCO3 | -8 | 12 | 101 | 102 | -7 | 100 | -1 | -6 | -0.5 | -1 | -9
COc1ccc(NC(C)=O)cc1NC(=O)c1ccc(C#N)cc1 | -3 | 13 | 98 | 99 | -3 | 98 | 15 | -3 | -1.4 | -3 | -4

10 of the compounds above, in markdown.
| canonical_smiles | Bim-Bcl-B | GSH bead fluor | RGS7-Gao | RGS8-Gao reg | Bcl-XL Bim block | RGS4-Gao reg | ABCG2 block | Bim-Bfl-1 | ABCB1 block | Bcl-W Bim block | Bcl-2 Bim block |
| --- | --- | --- | --- | --- | --- | --- | --- | --- | --- | --- | --- |
| CCN(CC)c1ccc(NC(=O)CC2Oc3ccccc3NC2=O)c(C)c1 (configuration not stated) | -5 | 24 | 91 | 95 | -2 | 91 | -4 | -7 | -3.1 | 1 | -8 |
| C=CCn1c(N)c(C(=O)OCC)sc1=S | -5 | 20 | 97 | 99 | -2 | 99 | 4 | 0 | 0.5 | -6 | -2 |
| c1ccc2c(N3CCCC3)nc(-c3ccncc3)nc2c1 | 0 | 13 | 102 | 108 | 1 | 107 | 13 | -2 | 1.1 | 3 | -8 |
| COC(=O)c1cccc(NC(=S)N2CCOCC2)c1 | 0 | 21 | 97 | 102 | -3 | 98 | 0 | 4 | -0.1 | -3 | 0 |
| O=C(NCc1cccnc1)C(=O)NCC1OCCCN1S(=O)(=O)c1ccc(Cl)cc1 (configuration not stated) | -2 | 11 | 100 | 102 | 0 | 100 | 1 | -4 | 0.5 | -1 | 0 |
| CCc1ccc(C(C(=O)NCCOC)N(C(=O)Cn2nnc3ccccc32)c2cccnc2)cc1 (configuration not stated) | -5 | 18 | 101 | 100 | -5 | 101 | 0 | 1 | -0.2 | -4 | -9 |
| O=C(CCNC(=O)c1ccccc1)OCC(=O)c1cccc(Cl)c1 | 0 | 10 | 104 | 103 | 0 | 105 | 6 | -1 | 0.8 | 0 | -2 |
| Cc1nn(Cc2c(F)c(F)c(F)c(F)c2F)c(C)c1NC(=O)c1cccc(COc2ccc(Cl)cc2)c1 | 0 | 12 | 103 | 100 | -1 | 100 | 12 | 0 | 4.3 | -1 | -1 |
| Cc1cc2cc3c(cc2nc1SCc1ccc(C(=O)O)cc1)OCCO3 | -8 | 12 | 101 | 102 | -7 | 100 | -1 | -6 | -0.5 | -1 | -9 |
| COc1ccc(NC(C)=O)cc1NC(=O)c1ccc(C#N)cc1 | -3 | 13 | 98 | 99 | -3 | 98 | 15 | -3 | -1.4 | -3 | -4 |

More entries
SMILES | Bim-Bcl-B | GSH bead fluor | RGS7-Gao | RGS8-Gao reg | Bcl-XL Bim block | RGS4-Gao reg | ABCG2 block | Bim-Bfl-1 | ABCB1 block | Bcl-W Bim block | Bcl-2 Bim block
Cc1cc(N2CCN(C)CC2)n2cc(-c3ccc(F)cc3)nc2n1 | -2 | 16 | 99 | 102 | 0 | 99 | 2 | -1 | 0.3 | -2 | -3
O=C(O)COc1c(Cl)cc(/C=C2\NC(=O)NC2=O)cc1Br | 0 | 9 | 94 | 88 | 0 | 95 | 0 | 3 | 0.2 | 0 | 0
Cc1ccc(C)c(NC(=O)CCc2ccc(S(=O)(=O)NC3CCCCC3)cc2)c1 | -7 | 48 | 86 | 90 | 5 | 84 | 3 | -12 | 0.7 | 1 | -8
Cc1cc(Oc2ccccc2)nc(SCC(N)=O)n1 | -8 | 52 | 98 | 99 | 9 | 99 | 1 | -13 | 0.3 | 5 | -7
COc1ccccc1NC(=O)c1ccc(S(=O)(=O)N2CCOCC2)cc1 | 0 | 21 | 103 | 103 | 1 | 103 | 4 | -1 | 0.6 | -1 | -3
CCOC(=O)CSC1=C(C#N)C(c2ccccc2OCC)C(C(=O)OCC)C(=O)N1 (configuration not stated) | -2 | 15 | 89 | 90 | 0 | 90 | 2 | -2 | 0.9 | 0 | -4
Cc1cc(-c2nc3ncccc3o2)ccc1NC(=O)CC(C)C | -8 | 20 | 102 | 104 | -2 | 102 | 1 | -10 | -0.8 | 0 | -10
Cc1ccc(/C(N)=N/OC(=O)COc2ccc(Cl)c(C)c2)cc1 | -2 | 11 | 100 | 99 | -5 | 99 | -3 | 0 | / | 2 | 0
CCOC(=O)C1=C(C)NC(C)=C(C(=O)OCC)C1c1ccc(O)cc1 | 2 | 15 | 99 | 100 | 1 | 100 | 2 | 0 | 0.5 | 0 | 1
CSc1ncccc1C(=O)Nc1nc2c(C)cccc2s1 | -7 | 4 | 102 | 104 | -7 | 101 | 2 | -1 | -0.2 | -3 | -1
O=C(Nc1ccccc1)C1=C[C@H](c2ccc(Br)cc2)C[C@H](OCc2ccc(CO)cc2)O1 | -4 | 22 | 113 | 106 | -1 | 112 | 5 | -5 | 1.2 | -2 | -4
O=C(CN(CC1CCCO1)C(=O)CCC(=O)Nc1nccs1)NCC1CCCO1 (configuration not stated) | -5 | 23 | 98 | 99 | -2 | 96 | -1 | -11 | -0.2 | 1 | -5
Cc1[nH]c2ccccc2c1C(=O)CN1C(=O)C(=O)N(C2CCCC2)C1=O | -3 | 16 | 97 | 91 | 0 | 90 | 7 | -7 | 0.2 | 2 | -3
COc1ccc(CCC(=O)N2CCN(S(=O)(=O)c3ccc4ccccc4c3)CC2)cc1 | -6 | 11 | 102 | 104 | 0 | 103 | 5 | -6 | 2.7 | 2 | -5
N#CCCN(Cc1cccnc1)C(=O)Nc1ccccc1 | 0 | 45 | 100 | 98 | -4 | 97 | 0 | -6 | 0.1 | -2 | -3
C=CCn1c(SCCOc2ccc(OC)cc2)nnc1C(CO)NC(=O)c1ccc(OC)cc1 (configuration not stated) | -6 | 42 | 90 | 99 | -4 | 93 | 4 | -5 | 1.3 | 0 | -7
Cc1cc(N=Cc2c(O)n(-c3ccc4c(c3)OCO4)c(=O)c3ccccc23)ccn1 | -5 | 12 | 100 | 103 | 3 | 102 | 7 | 4 | 7.1 | 5 | 1
O=C(O)/C=C\C(=O)Nc1cccc(C(=O)Nc2cccc(O)c2)c1 | 6 | 12 | 96 | 102 | 10 | 101 | 1 | -4 | 0.2 | 4 | 2
O=C(N/N=C/c1ccc(Cl)c([N+](=O)[O-])c1)c1cnccn1 | -6 | 17 | 97 | 98 | -3 | 94 | 34 | -14 | 1.9 | -2 | -6
O=C(C1CCN(CC2CCCCC2)CC1)N1CCCC1 | -6 | 18 | 103 | 104 | -6 | 106 | -9 | 0 | -1.1 | -2 | 0
O=C(OCC(=O)N1CCc2ccccc2C1)c1cccs1 | -3 | 18 | ? | 100 | -3 | 99 | 3 | -4 | 0.0 | 0 | -4
CC1CCCN(C(=O)C2CCCN(S(=O)(=O)c3cccc4nsnc34)C2)C1 (configuration not stated) | -10 | 43 | 96 | 97 | -1 | 98 | 2 | -13 | 1.0 | -1 | -10
COc1ccc(C)cc1S(=O)(=O)N(C)CC(=O)N1CCC(C(N)=O)CC1 | -2 | 10 | 101 | 101 | -3 | 97 | 11 | -5 | 0.7 | 0 | -3
COc1ccccc1-c1c(-c2ccc(OCC(=O)NN)cc2O)n[nH]c1C(F)(F)F | -4 | 2 | 103 | 103 | -5 | 100 | -10 | 0 | -1.2 | -2 | 2
COc1ccc(C(=O)OCC[N+]2(C)CCOCC2)cc1 | 0 | 9 | 89 | 90 | 0 | 92 | 4 | 6 | 0.0 | -1 | 0
CCn1c(-c2ccccc2)c[nH]c1=S | -19 | 23 | 94 | 94 | 0 | 95 | 2 | 2 | 0.3 | 0 | -2
Cc1ccc(N(C(=O)c2ccc(S(=O)(=O)N3CCOCC3)cc2)C2C=CS(=O)(=O)C2)cc1C (configuration not stated) | -7 | 13 | 99 | 101 | -7 | 102 | 6 | -7 | 0.6 | -7 | -7
Cc1noc(C)c1S(=O)(=O)NCCN1CCN(c2ccccc2)CC1 | 0 | 13 | 101 | 103 | -1 | 105 | 0 | -3 | 0.1 | -2 | -1
CC(=O)Oc1ccc(-c2cccc(C(=O)OCC(=O)N(C)c3ccccc3)c2)cc1 | -1 | 11 | 103 | 104 | -2 | 103 | 51 | -3 | 0.6 | -3 | 4
COc1ccc(C)cc1S(=O)(=O)Nc1cccc(SC)c1 | -8 | 13 | 97 | 100 | -8 | 98 | 11 | -8 | 1.3 | -1 | -10
O=C1C2C3C=CC(C3)C2C(=O)N1c1ccc2c(c1)CCC2 (configuration not stated) | -2 | 16 | 96 | 101 | -2 | 100 | 2 | -1 | 0.5 | -2 | -3
O=C(c1ccc(N2CCOCC2)cc1)c1cccs1 | 0 | 29 | 94 | 99 | -1 | 92 | -4 | -3 | -5.4 | 0 | -1
